mIDH1 inhibitor – human IDH1 R132H inhibition. O75874. 390,000 tested, 0.093% active. IDH1-R132H enzyme, NADPH consumption, diaphorase/resazurin fluorescence. Potency, µM (top dose mostly 76.6 µM), for the others: top-dose activity change, negative = inhibition, hits mostly inhibitors; further: potency means the concentration at half of the fitted maximal effect; on the % scale 0 is the no-effect control and ±100 the full control effect; nearly all actives have a fitted effect of over 65% in size
Target sequence (O75874 whole entry R132H, stated change not applied): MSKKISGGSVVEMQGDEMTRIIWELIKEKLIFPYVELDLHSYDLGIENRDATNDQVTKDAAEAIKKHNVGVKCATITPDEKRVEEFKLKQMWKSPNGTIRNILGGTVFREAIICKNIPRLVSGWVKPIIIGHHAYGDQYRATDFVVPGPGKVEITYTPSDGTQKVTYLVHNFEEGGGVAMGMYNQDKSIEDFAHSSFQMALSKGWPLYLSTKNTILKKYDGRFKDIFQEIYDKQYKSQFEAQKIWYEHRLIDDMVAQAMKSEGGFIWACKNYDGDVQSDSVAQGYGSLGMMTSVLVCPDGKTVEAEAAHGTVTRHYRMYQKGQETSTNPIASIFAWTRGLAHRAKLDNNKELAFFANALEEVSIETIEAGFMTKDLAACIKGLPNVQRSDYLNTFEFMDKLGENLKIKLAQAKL
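IDH1-R132H (0.5 ug/mL) preincubated 30 min with compound, then NADPH (0.016 mM) and alpha-KG (2 mM) added; 80 min at RT, pH 7.5. Remaining NADPH coupled via diaphorase/resazurin to fluorescence (540/590 nm); concentration-response curves normalized to no-enzyme control.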
rTrxR1 inhibitor – inhibitors of rat thioredoxin reductase 1. recombinant rTrxR1, NADPH fluorescence consumption, selenite substrate. O89049. 390,000 tested, 1% active. Potency, µM (series often up to 114 µM), without a hit: top-dose activity change, negative = inhibition, usual class: inhibitors; further: potency means the concentration at half of the fitted maximal effect; on the % scale 0 is the no-effect control and ±100 the full control effect; nearly all actives have a fitted effect of over 65% in size
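Rat TrxR1 (90 nM in the dispensed reagent) was pre-reduced with 400 uM NADPH for 5 min at room temperature, then incubated with compound for 15 min. After 400 uM selenite was added, NADPH fluorescence (Ex 340/Em 450 nm) was followed for 8 min.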
PI4K2A inh – blocks human PI4K2A kinase activity; 420,000 tested, 0.13% active; purified PI4K2A, ADP-Glo luminescence, 1 h; active compounds read low; activity change, negative = inhibition, % at 76.9 µM; in the data active means activity change below about -50%; inconclusive means mostly about -30% to -49%;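 further: -100% = wells without enzyme as full effect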
Target sequence (Q9BTU6 whole entry, looked up): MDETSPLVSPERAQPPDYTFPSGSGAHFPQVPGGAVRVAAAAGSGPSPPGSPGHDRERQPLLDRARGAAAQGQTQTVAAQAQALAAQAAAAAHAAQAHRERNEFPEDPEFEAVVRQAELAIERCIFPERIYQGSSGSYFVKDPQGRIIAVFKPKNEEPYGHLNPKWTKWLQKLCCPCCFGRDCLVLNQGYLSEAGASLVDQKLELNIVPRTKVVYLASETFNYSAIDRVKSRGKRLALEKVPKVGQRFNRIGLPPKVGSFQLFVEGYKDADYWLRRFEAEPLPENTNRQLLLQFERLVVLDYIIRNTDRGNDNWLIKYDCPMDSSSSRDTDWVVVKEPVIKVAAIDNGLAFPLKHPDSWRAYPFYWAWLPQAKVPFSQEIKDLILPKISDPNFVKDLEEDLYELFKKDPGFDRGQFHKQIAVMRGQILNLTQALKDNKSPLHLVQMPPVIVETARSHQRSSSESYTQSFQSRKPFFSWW
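In this quantitative HTS, ADP production by PI4K2A was quantified luminescently after 1 h at ambient temperature; 100 microM adenosine served as plate-quality control.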
HP1b chromo inh – blocks HP1-beta chromodomain binding to methylated histone tails | AlphaScreen HP1-beta / biotin-H3K9me3 peptide binding | Potency, µM (titrated, usually from 114 µM), without a hit: at the highest dose activity change, negative = inhibition, hits mostly inhibitors | 390,000 tested, 0.56% active; further: potency means the concentration at half of the fitted maximal effect; nearly all actives have a fitted effect of over 70% in size; inactives centre near 23
Target sequence (P83916 whole entry, looked up): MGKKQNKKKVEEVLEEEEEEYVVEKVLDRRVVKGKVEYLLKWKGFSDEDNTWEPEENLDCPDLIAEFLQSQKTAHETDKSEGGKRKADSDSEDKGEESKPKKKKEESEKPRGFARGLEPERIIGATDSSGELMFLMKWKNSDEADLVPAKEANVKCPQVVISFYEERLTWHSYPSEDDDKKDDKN
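Compound inhibition of the preformed complex between 50 nM HP1-beta and 50 nM biotinylated H3K9me3 peptide was read by AlphaScreen. Buffer was PBS pH 7.4 with 0.01% Tween-20. Incubations ran 30 min at room temperature, with 10 ug/mL donor/acceptor beads.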
USP1 inh – inhibitors of human USP1/UAF1 deubiquitinase; recombinant USP1/UAF1, Ub-Rhodamine cleavage fluorescence; AID 743255; Potency, µM (highest dose often 57.1 µM), for the others: at the highest dose activity change, negative = inhibition, actives largely listed as inhibitors; 390,000 tested, 0.23% active; O94782; further: potency means the concentration at half of the fitted maximal effect; on the % scale 0 is the no-effect control and ±100 the full control effect; nearly all actives have a fitted effect of over 60% in size; inactives centre near -12
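In this screen, compounds sit with the deubiquitinase complex (1nM) for 15 min at room temperature before Ub-Rho is added at 150nM final. Fluorescence rise is then followed for 6 reads every 60 seconds.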
TrxR1 substrate – rat thioredoxin reductase 1 substrate activity; purified TrxR1 substrate turnover, NADPH consumption readout; Potency, µM (top dose mostly 114 µM), inactives show at the highest dose activity change, negative = substrate turnover; 390,000 tested, 0.01% active; further: potency means the concentration at half of the fitted maximal effect; on the % scale 0 is the no-effect control and ±100 the full control effect; nearly all actives have a fitted effect of over 50% in size
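Rat TrxR1, dispensed at 90 nM, was prereduced with 400 uM NADPH (final) for 5 min at ~22 deg C, then incubated with compound 15 min before 400 uM selenite. A first-read NADPH fluorescence drop versus no-compound background flagged substrates.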
Tb PGK inh – T. brucei PGK inhibition; Potency, µM (highest dose often 57.5 µM), inactives show at the highest dose activity change, negative = inhibition, usual class: inhibitors; 380,000 tested, 0.043% active; P07378; PGK/GAPDH coupled, Kinase-Glo luminescence, 60 min; further: potency means the concentration at half of the fitted maximal effect; on the % scale 0 is the no-effect control and ±100 the full control effect; nearly all actives have a fitted effect of over 60% in size
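Recombinant glycosomal PGK reaction used 1,3-bisphosphoglycerate generated in-well by GAPDH (100nM final) in 100mM TEA pH 7.6, 5mM MgCl2, 0.01% Tween-20. After 60 minutes at room temperature, ATP was read by Kinase-Glo Plus luminescence end-point.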
Pin1 inhibitor – inhibitors of human Pin1. Pin1 FP peptide displacement, HiFluor488, 10 min. Potency, µM (series often up to 115 µM), without a hit: top-dose activity, negative = inhibition, usual class: inhibitors. 390,000 tested, 0.009% active. AID 504891; active means well fitted inhibition curve with a large enough effect in the polarisation, with a control signal flat, not every such curve was filed as active; inconclusive means small, poorly fitted or top-dose-only effect, or effect the other way, or a change in a side signal; inactive means no such curve, though single readings can be large or run the other way; the % refers to the polarisation; further: potency means the concentration at half of the fitted maximal effect; on the % scale 0 is the no-effect control and ±100 the full control effect
GLS inh – glutaminase GLS (human) inhibition | AID 624170 | O94925 | Potency, µM (doses to about 45.5 µM), for the others: at the highest dose activity change, negative = inhibition, most hits filed as inhibitors | GLS enzymatic activity, qHTS titration | 410,000 tested, 0.21% active; further: potency means the concentration at half of the fitted maximal effect; on the % scale 0 is the no-effect control and ±100 the full control effect
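Two-point fluorescence kinetic (t0, 30 min RT) for hKGA; glutamate detected via glutamate oxidase–HRP–Amplex Red. Substrate: 1 mM L-glutamine solution; buffer 45 mM KH2PO4, pH 8.2.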
* = called active by the depositor; i = inactive; ? = inconclusive; nt = no result given; & = joins results of further samples; [ ] = remark or other dose. Unless noted, the call rests on the fitted dose curve; in most records, active means well fitted curve in the direction sought with a large enough effect; inconclusive means small, poorly fitted or top-dose-only effect, or another doubt; inactive means no such curve, though single readings can be large; an effect the other way counts as inactive or inconclusive. These rows are one share of the data; count on the stated rates, not on these rows.

SMILES	mIDH1 inhibitor	rTrxR1 inhibitor	PI4K2A inh	HP1b chromo inh	USP1 inh	TrxR1 substrate	Tb PGK inh	Pin1 inhibitor	GLS inh
Nc1nc(-c2ccc(Br)cc2)cs1	-1%	-28%	-4	-13%	-3%	3%	3%	-8%	26%
CC(C)CNC(=O)COC(=O)c1cc(S(=O)(=O)N2CCCCC2)ccc1N1CCOCC1	2%	7%	-1	12%	-10%	-5%	-5%	-2%	-3%
Cc1ccccc1-n1c(SCc2c(C)noc2C)nnc1-c1ccncc1	-4%	2%	9	19%	-1%	4%	3%	-6%	10%
Clc1ccc(CNc2nnnn2-c2ccccc2)c(Cl)c1	2%	18%[57.1 µM]	5	36%	-19%	-8%	i	4%	-1%
CCC1SC2=NC(C)=C(C(=O)OC)C(c3ccc(C)cc3)N2C1=O (centres undefined)	9%	-16%	3	31%	-1%	-4%	0%	5%	8%
Cc1c(NC(=O)C23CC4CC(CC(C)(C4)C2)C3)c(=O)n(-c2ccccc2)n1C	4%	16%[57.1 µM]	8	37%	-12%	11%[57.1 µM]	-6%	0%	-3%
COCCCNc1nc2cc(OC)c(OC)cc2c2nc(-c3ccccc3)nn12	3%&-2%	26%&19%	-2&-6	21%&-5%	-25%&-8%	14%&10%	-8%&-2%	-5%&8%	-3%&-11%
COc1ccc(/C=N\NC(=O)c2cc(O)c(O)c(O)c2)cc1COc1ccc(C(=O)OCC(C)C)cc1	1%	12%[57.1 µM]	-25	-7%	?	-1%[57.1 µM]	-2%	?	25%
O=C(Nc1ncc(Cc2ccc(Cl)cc2Cl)s1)c1ccc([N+](=O)[O-])cc1	6%	33%[activator]	3	7%	-4%	12%	-9%	1%	-3%
Cc1cc(S(=O)(=O)NCCN(C)C)c(C)s1	8%	1%	-4	16%	-3%	0%	-1%	1%	nt
COc1ccc(Cl)cc1S(=O)(=O)N1CCCC1=O	3%	28%[57.1 µM]	2	-7%	?	12%[57.1 µM]	5%	0%	15%
S=c1[nH]nc(C(c2ccccc2)C2CCCCC2)o1 (centres undefined)	-2%	-9%	3	-13%	-7%	-5%	-10%	-7%	-6%

Entries of single compounds, quoted from the list. Order of screens: mIDH1 inhibitor, rTrxR1 inhibitor, PI4K2A inh, HP1b chromo inh, USP1 inh, TrxR1 substrate, Tb PGK inh, Pin1 inhibitor, GLS inh
Cc1ccccc1-n1c(SCc2c(C)noc2C)nnc1-c1ccncc1 across the screens: -4%, 2%, 9, 19%, -1%, 4%, 3%, -6%, 10%
Cc1c(NC(=O)C23CC4CC(CC(C)(C4)C2)C3)c(=O)n(-c2ccccc2)n1C across the screens: 4%, 16%[57.1 µM], 8, 37%, -12%, 11%[57.1 µM], -6%, 0%, -3%

Later entries
SMILES	mIDH1 inhibitor	rTrxR1 inhibitor	PI4K2A inh	HP1b chromo inh	USP1 inh	TrxR1 substrate	Tb PGK inh	Pin1 inhibitor	GLS inh
CCOc1ccc(S(=O)(=O)N2CCN(C(=O)c3oc4ccccc4c3C)CC2)cc1	3%	-11%	-1	11%	-5%	-10%	1%	6%	10%
CC1(c2cccc([N+](=O)[O-])c2)CC(C)(C)N(C(=O)c2ccccc2)c2ccccc21 (centres undefined)	-1%	7%	-6	-14%	-16%	-3%	i	5%	5%
CCNC(=S)Nc1cc(OC)c(NC(=O)c2ccco2)cc1OC	-7%	-15%	1	19%	-20%	-5%	-5%	-7%	?
O=P(CCCCCCCCCP(=O)(c1ccccc1)c1ccccc1)(c1ccccc1)c1ccccc1	33µM*	5%[57.1 µM]	2	16%	-26%	-5%	-2%	0%	-8%
CCC(C(=O)NC1CCCC1)N(C(=O)Cn1nnc(-c2ccc(C)o2)n1)c1ccc(OC)c(OC)c1 (centres undefined)	-3%	15%[57.1 µM]	-15	36%	-5%	1%[57.1 µM]	-4%	3%	-8%
Cc1cccc(OC(=O)C2C(c3ccccc3)C(C(=O)O)C2c2ccccc2)c1 (centres undefined)	-2%	-3%	-3	25%	0%	3%	-2%	-4%	27%
CCOc1ccc(-n2cc(C(=O)N3CCC(C)CC3)c3cc(OC)c(OC)cc3c2=O)cc1	-1%	-7%	-2	44%[activator]	10%	6%[57.1 µM]	18%	0%	16%
O=[N+]([O-])c1cc(/C=N/N2CCN(c3ccccc3)CC2)ccc1Cl	4%	4%	7	38%	-26%	4%	-6%	1%	4%
O=C(CSc1nnc(-c2cccs2)o1)Oc1ccccc1Cl	-3%	10%	-1	42%[activator]	-14%	0%	5%	-9%	8%
COc1ccccc1N(C)S(=O)(=O)c1ccc(Cl)c(C(=O)NNC(=O)c2ccccc2O)c1	-6%	0%	2	37%	-19%	-14%	-3%	-1%	22%
O=C(NCCCN1CCOCC1)C(=O)NCC1OCCN1S(=O)(=O)c1ccc(F)cc1 (centres undefined)	1%	-7%	-5	18%	-14%	-2%	6%	-14%	4%
Cc1ccc(NC(=O)CSc2nnc(-c3cc(C)on3)o2)cc1	12%	9%[57.1 µM]	1	13%	-19%	-3%	-8%	4%	-9%
CCCCn1c(SCC(=O)Nc2ccc3c(c2)OCCO3)nnc1C(CC)N(C)C (centres undefined)	-11%	21%	3	33%	-14%	-4%	0%	-3%	-3%
O=C1Cc2c([nH]c3ccc(Br)cc23)-c2ccccc2N1	5%	?	-3&-3	32%	0%	13%&18%[57.1 µM]	-3%	35%[activator]	16%
O=C(c1ccc(Cl)cc1)N1CCN(C(=O)c2ccco2)CC1	1%	3%[57.1 µM]	-6	26%	1%	4%[57.1 µM]	-8%	1%	0%
COc1ccccc1CNC(=O)CS(=O)(=O)Cc1ccccc1	8%	10%	-6	43%[activator]	-22%	5%	-9%	-2%	1%
Cc1ccccc1Cn1cc(CCC(=O)N2CCOCC2)c2ccccc21	14%	12%	-2	-1%	-17%	7%	1%	6%	7%
N#Cc1cc([N+](=O)[O-])ccc1Oc1ccc(-c2nnco2)cc1	6%	4%	-4	-20%	?	1%	-3%	-4%	5%
COc1ccc(/C=C/C(=O)OCC(=O)Nc2cccc(S(=O)(=O)NC3=NCCCCC3)c2)cc1	-4%	-11%[2.29 µM]	2	18%[57 µM]	-22%	-8%[2.29 µM]	1%	21%	-3%
CN(Cc1ccccc1)c1ncnc(N)c1[N+](=O)[O-]	-4%	7%[57.1 µM]	-3	-11%	-12%	-1%[57.1 µM]	-1%	-10%	3%
NC(=O)C(C(=O)/C=C/c1ccc(Cl)cc1)=C1SCCS1	13%	-2%	1	42%[activator]	-19%	-4%	-1%	4%	2%
COC(=O)C1CCC(=S)N1C(=O)c1ccccc1 (centres undefined)	0%	36%[2.29 µM]	-6	42%[activator]	-13%	7%[2.29 µM]	-14%	-4%	35%[activator]
O=C(CSc1nc(C2CCCCC2)n(-c2ccccc2)n1)NCC(F)(F)F	10%	-6%	8	31%	-7%	-9%	1%	-2%	6%
CC(C)c1ccc(OCC(=O)NCc2n[nH]c(=O)c3ccccc23)cc1	-10%	-18%[57.1 µM]	5	55%[activator]	-13%	-12%[57.1 µM]	-11%	8%	-5%
COc1ccc(CC2S/C(=C(\C#N)C(=O)NCc3ccco3)N(c3ccc(C)cc3)C2=O)cc1 (centres undefined)	0%	31%[57.1 µM]	-12	14%	-9%	-2%[57.1 µM]	3%	?	-6%
Clc1ccc(-c2nnc(SCc3ccon3)o2)c(Cl)c1	7%	22%	0	21%	-9%	8%	nt	-4%	12%
CCCCn1c(=O)n(CC(=O)Nc2ccc(OC)c(Cl)c2)c(=O)c2c1nc(CO)n2CCC	-5%	-7%[57.1 µM]	-1	32%	-8%	11%[57.1 µM]	9%	-2%	5%
O=C(NC1CCCCCC1)c1cc(S(=O)(=O)N2CCOCC2)ccc1F	-3%	-8%	5	47%[activator]	-13%	-9%	i	-3%	-6%
CCN(CC1COc2ccccc2O1)S(=O)(=O)c1ccc(C)cc1 (centres undefined)	7%	0%	-1	115%[activator]	-14%	-4%	i	-7%	2%
CC1(C)CC2(CC(c3ccccc3)c3ccc(O)cc3O2)NC(=S)N1 (centres undefined)	-1%	1%[57.1 µM]	-3	-2%	1%	3%[57.1 µM]	6%	3%	28%
C=CCn1c(SCC(=O)NCCc2ccccc2)nc2c([nH]c3ccccc32)c1=O	4%	30%	1	19%	-18%	14%	5%	-8%	11%
Cc1cccc(NC(=O)CSc2nccn2C)c1	6%	4%	-6	19%	-17%	2%	-7%	2%	-6%
CN(C)c1nc(C(=O)OCCO)nc(N(C)C)n1	0%	18%	-2	27%	-16%	12%	0%	6%	-1%
CC(C)Cn1c(SCC(=O)Nc2ncccn2)nc2ccccc21	13%	15%	-3	42%[activator]	-4%	0%	0%	-1%	-2%
CCc1ccc(Nc2nc(-c3cc4cccc(OC)c4oc3=O)c(CC)s2)cc1	nt	6%[57.1 µM]	-1	23%	-26%	-9%[57.1 µM]	nt	21%	-6%
COC(=O)c1ccc(N(C(=O)c2ccco2)C(C(=O)NC2CCCC2)c2ccco2)cc1 (centres undefined)	10%	16%[57.1 µM]	0	26%	-20%	19%[57.1 µM]	-1%	-1%	2%
CC(=O)Nc1ccc(S(=O)(=O)N2CCN(CC(O)COc3ccc4ccccc4c3)CC2)cc1 (centres undefined)	12%	19%	10	17%	-10%	-2%	-4%	13%	-2%
Clc1ccc(C2=C3CCCCn4c(-c5ccccc5)c[n+](c43)C2)cc1	3%	8%[57.1 µM]	-5	2%	-22%	71%[activator][57.1 µM]	-2%	25%	-2%

Bioassay records (PubChem)
